Bioassay records deposited in PubChem by several laboratories.
Pf gametocyte – kills late stage P. falciparum gametocytes | 150,000 compounds, 0.065% hits | P. falciparum stage V gametocytes, ATP luminescence, 24 h | inhibition, % at 10.9 µM;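 active = inhibition above the mean plus 3 SD of compounds within the control limits, set per campaign, cut at about 38% in these data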;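 also: 0% = DMSO wells and 100% = medium only without gametocytes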
ABCG2 inh – human ABCG2 inhibition, ABCB1 as counter-screen; IgMXP3 cells, JC-1 efflux, flow cytometry; inhibition, % at 6.6 µM; 190,000 compounds, 0.1% hits;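 active = inhibition above 80%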;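 also: 0% = DMSO and 100% = nicardipine control wells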
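Incubation: cells with compound and JC-1, 10 min at 25 °C, rotating, no wash / Test system: IgMXP3 (ABCG2) plus far-red-tagged CCRF-Adr (ABCB1) cells / Compound dosing: one concentration, 6.6 µM final / Also added: JC-1 fluorescent substrate / Evaluation: efflux inhibition in percent versus controls / Detection: flow cytometry, 530 nm JC-1 signal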
Mcl1-Noxa inh – Mcl-1/Noxa interaction inhibition; Q07820; TR-FRET Mcl-1/Noxa peptide binding, 2 h; inhibition, % at 21.7 µM; 220,000 compounds, 1.5% hits;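 active = compounds that cut the protein-peptide binding signal by more than 50% relative to plate controls in a single-dose test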;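 also: His-tagged Mcl-1 with rhodamine Noxa BH3 peptide and terbium anti-His antibody; 0% = Mcl-1 plus Noxa peptide wells and 100% = peptide-only wells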
Target sequence (Q07820 whole entry, looked up): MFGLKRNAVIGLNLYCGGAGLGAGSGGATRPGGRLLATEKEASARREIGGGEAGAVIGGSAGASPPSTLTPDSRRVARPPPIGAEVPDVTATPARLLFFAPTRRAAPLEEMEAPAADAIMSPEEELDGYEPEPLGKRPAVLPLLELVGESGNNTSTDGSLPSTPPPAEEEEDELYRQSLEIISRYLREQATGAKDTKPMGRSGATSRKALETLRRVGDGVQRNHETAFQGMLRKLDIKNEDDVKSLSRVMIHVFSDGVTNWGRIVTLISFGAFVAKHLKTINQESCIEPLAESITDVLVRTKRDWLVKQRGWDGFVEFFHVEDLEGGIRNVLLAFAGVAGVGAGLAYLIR
Bim-Mcl-1 – inhibitors of Bim-Mcl-1 interaction, human. AID 1009. inhibition, % at 10 µM. 190,000 compounds, 0.1% hits. Q07820. Bead-based flow cytometry, Bim peptide-Mcl-1 binding; in the data active = inhibition above about 40%;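 also: 0% = no compound tracer wells and 100% = peptide blocker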
ABCB1 block – human ABCB1 inhibition, ABCG2 as counter-screen; P08183; CCRF-Adr cells, JC-1 efflux, flow cytometry; inhibition, % at 6.6 µM; 190,000 compounds, 0.067% hits; in the data active = inhibition above about 40%;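 also: 0% = vehicle and 100% = reference inhibitor; higher value means more JC-1 retained so stronger ABCB1 efflux block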
GSH bead fluor – GSH bead compound fluorescence profile; GSH beads flow cytometry, compound fluorescence 488/530 nm; hits give high values; fluorescence (KMESF) at 10 µM; 190,000 compounds, 0.25% hits; AID 1776; in the data active = fluorescence above about 89;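 also: glutathione beads carrying GST-tagged Bcl family fusion proteins plus one bare bead set; values are compound well signal with DMSO vehicle wells as background; inactives centre near 16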
RGS4-Gao reg – human RGS4-Galphao interaction regulation; Multiplexed bead flow cytometry, RGS4-Galphao binding; actives lie on both sides; binding response (% of control), % at 10 µM; 220,000 compounds, 0.33% hits; AID 1415; in the data active = binding response below about 49% or above about 150%; inactive = in between;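 also: fluorescent Galphao activated with aluminum fluoride binding bead-coupled RGS4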
Target sequence (P09471 whole entry, looked up): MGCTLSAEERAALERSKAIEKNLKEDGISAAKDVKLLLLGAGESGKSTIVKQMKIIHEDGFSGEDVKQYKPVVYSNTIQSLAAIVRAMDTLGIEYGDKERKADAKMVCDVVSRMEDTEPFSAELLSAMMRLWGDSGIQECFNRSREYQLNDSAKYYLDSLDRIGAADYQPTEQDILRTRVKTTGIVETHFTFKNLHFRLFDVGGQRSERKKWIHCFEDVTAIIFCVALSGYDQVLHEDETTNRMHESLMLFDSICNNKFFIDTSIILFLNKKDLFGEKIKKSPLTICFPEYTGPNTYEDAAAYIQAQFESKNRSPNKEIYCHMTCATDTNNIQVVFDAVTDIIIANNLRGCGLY
RGS8-Gao reg – human RGS8-Galphao interaction regulation; P09471; multiplexed bead flow cytometry, RGS8-Galphao binding; actives lie on both sides; response (percent of control binding), % at 10 µM; 220,000 compounds, 0.34% hits; AID 1423; in the data active = response below about 60% or above about 140%; inactive = in between;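 also: Galphao activated as the GDP aluminium fluoride complex binding bead-coupled RGS8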
Mcl1 Bid PPI – disrupts binding of human Mcl-1 to Bid peptide | Q07820 | TR-FRET Mcl-1/Bid-Dy647 peptide binding, 1536-well | inhibition, % at 21.7 µM | 220,000 compounds, 0.97% hits | AID 1021;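 active = compounds that cut the binding signal by more than half at the single screening dose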;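 also: His-tagged Mcl-1 with europium anti-His antibody binding Bid BH3 peptide; 0% = Mcl-1 plus peptide wells and 100% = peptide-only wells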
RGS7-Gao reg – regulators of human RGS7-Galphao interaction | AID 1439 | P09471 | Multiplexed bead flow cytometry, RGS7-Galphao binding; actives lie on both sides | 220,000 compounds, 0.35% hits | binding response (% of control), % at 10 µM; in the data active = binding response below about 49% or above about 150%; inconclusive = no clear call, values can overlap the other calls; inactive = in between;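 also: fluorescent Galphao held in activated GDP-AlF4 state binding bead-coupled RGS7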
Avidin bead fluor – avidin bead compound fluorescence profile. fluorescence (KMESF) at 10 µM. 220,000 compounds, 0.38% hits. Avidin beads, compound fluorescence 488/530 nm, flow cytometry; hits give high values; in the data active = fluorescence above about 47; also: inactives centre near 10
* = called active by the depositor; ? = inconclusive; . = no result given.

Molecule | Pf gametocyte | RGS8-Gao reg | Mcl1 Bid PPI | ABCG2 inh | ABCB1 block | RGS7-Gao reg | RGS4-Gao reg | Mcl1-Noxa inh | GSH bead fluor | Avidin bead fluor | Bim-Mcl-1
COCCNC(=O)c1ccc(NS(C)(=O)=O)cc1 | . | 104.5 | -18.7 | 22.9 | 1.1 | 96.9 | 101.3 | -4.7 | 31 | 14 | -5.0
O=C(O)c1ccc(NC2=Nc3cccc4cccc2c34)cc1 | -3.5 | 98.2 | 4.4 | . | . | ? | 99.9 | 8.4 | . | 6 | .
O=C(NCc1cn2ccccc2n1)c1ccco1 | . | 102.5 | -43.0 | 1.0 | 0.2 | 101.5 | 101.2 | 2.6 | 25 | 8 | 3.0
Nc1cccc(-c2cc(-c3ccccc3)nc(-c3cccc(N)c3)n2)c1 | -3.9 | 101.2 | -30.9 | -15.7 | -2.6 | 88.0 | 89.3 | 35.0 | 4 | 9 | 1.0
Cc1cc(C(=O)OCC(=O)Nc2nc(-c3ccccc3)cs2)c(C)o1 | . | 96.8 | 12.8 | 4.0 | 0.6 | 100.0 | 101.2 | 3.5 | 40 | 7 | 0.0
CCOc1ccccc1C(=O)Nc1cccc(-c2nnc(-c3ccccc3)o2)c1 | 14.9 | 99.5 | 42.8 | 1.5 | 2.3 | 101.7 | 100.7 | -51.1 | 20 | 12 | 1.0
COc1cc(NC(=O)CN2C(=O)c3ccccc3Sc3ccc(C(=O)N4CCOCC4)cc32)cc(OC)c1OC | -15.6 | 108.8 | -9.8 | 5.4 | -0.2 | 100.5 | 95.6 | 24.2 | 11 | 16 | -3.0
COC(=O)c1ccc(NC(=O)CSc2nnc(CNc3ccc(F)cc3)n2C)cc1 | 0.6 | 101.6 | -22.9 | 25.5 | 1.2 | 100.8 | 100.4 | 10.0 | 29 | 12 | 0.0
Clc1ccc(CN2CCC(c3nc4ccc(Cl)cc4[nH]3)CC2)cc1 | . | 100.6 | -32.2 | 6.1 | 0.2 | 99.9 | 104.1 | 21.8 | 30 | 8 | 0.0
Cc1ccccc1OCC(=O)Nc1ccccc1N1CCCCC1 | 1.5 | 97.5 | -16.1 | 3.0 | 0.3 | 99.1 | 93.7 | 21.0 | 16 | 9 | -5.0
C=CCn1c(O)c(C=Nc2ccccc2)sc1=S | -8.0 | 106.5 | -68.8 | 0.0 | -0.2 | 106.0 | 104.3 | 2.1 | 11 | 12 | -2.0
COc1cc(NC(=O)CSc2nnc3c(n2)[nH]c2ccc(S(=O)(=O)NC(C)C)cc23)cc(OC)c1OC | . | 101.4 | -38.8 | -1.6 | -0.4 | 99.7 | 97.0 | 32.7 | 11 | 20 | -4.0
COc1ccc(NC(=O)CCCn2c(=O)oc3ccccc32)cc1Cl | 5.7 | 71.3 | -23.1 | 23.7 | 1.5 | 88.7 | 88.1 | 7.2 | 7 | 7 | -3.0
CCn1cc(CNC(=O)c2cc(Cl)ccc2OC)c(C)n1 | . | 103.0 | 10.8 | 2.4 | 0.5 | 98.9 | 100.6 | 6.4 | 39 | 15 | -5.0
Cc1nnc(SCC(=O)NCc2ccc(Cl)cc2)[nH]c1=O | -1.6 | 99.1 | 1.7 | 0.7 | 0.4 | 101.1 | 99.4 | 7.6 | 35 | 17 | 0.0
Clc1ccc(Cn2nnc(-c3ccc(CN4CCOCC4)cc3)n2)cc1 | -20.0 | 99.5 | -3.6 | 0.7 | 0.4 | 93.1 | 93.7 | -18.5 | 38 | 4 | 0.0
Cc1ccc(/C=N/N(Cc2ccccc2)c2ccccc2)o1 | 8.6 | 98.2 | -56.5 | 0.9 | 0.6 | 99.0 | 98.2 | 16.7 | 64 | . | -1.0
C=CCNC(=O)/C(=C\C=C\c1ccccc1)NC(=O)c1ccccc1Cl | . | 118.8 | 6.6 | 7.7 | 1.1 | 101.6 | 100.5 | 49.5 | 7 | 3 | -4.0
c1ccc2oc(-c3csc(N4CCOCC4)n3)cc2c1 | -17.8 | 98.4 | -22.8 | -0.2 | 0.5 | 104.2 | 100.0 | 10.0 | 19 | 6 | -1.0
CN1C(=O)c2cccc(NC(=O)C3CCCCC3)c2C1=O | . | 98.9 | -19.1 | 5.2 | 0.6 | 94.7 | 99.8 | -4.8 | 15 | 6 | -2.0
O=C(NCC1CCCO1)c1nc2c(nnn2Cc2ccc(F)cc2)c(=O)[nH]1 (centres undefined) | -0.2 | 111.1 | -0.1 | 0.5 | 0.1 | 113.5 | 115.3 | 9.0 | 7 | 6 | 0.0
CCC(=O)N1c2ccc(S(=O)(=O)CCC(=O)NCc3ccc4c(c3)OCO4)cc2CC1C (centres undefined) | . | 100.9 | -10.9 | 5.9 | 1.7 | 97.8 | 102.0 | 16.7 | 13 | 9 | 0.0
Nc1c(N2CCCCC2)c2ccccc2oc1=O | -14.1 | 95.2 | -40.3 | -0.5 | -0.1 | 88.8 | 87.8 | 5.5 | 11 | 9 | 2.0
CCC(C)C(NC(=O)C1CCC(C)CC1)C(=O)NC(C(=O)OC)C(C)C (centres undefined) | 12.5 | 101.0 | -13.4 | 1.0 | 0.8 | 95.1 | 99.8 | 3.6 | 11 | 9 | -1.0
c1coc(CNc2c3c(nc4ccccc24)CCC3)c1 | . | 102.6 | -30.0 | 29.1 | 0.0 | 96.3 | 101.7 | 11.7 | 13 | 6 | 1.0
Cc1cc(NC(=O)C2CCCN2C(=O)Nc2cccc(Cl)c2)ccc1-n1cnnn1 (centres undefined) | 7.9 | 105.3 | -4.3 | -0.2 | -0.3 | 103.2 | 100.8 | -6.0 | 10 | 11 | 3.0
Cc1cc(C)c(C(=O)Nc2cccc(F)c2)c(Cl)n1 | . | 99.2 | -8.4 | -0.9 | -0.2 | 97.6 | 99.2 | -1.5 | 12 | 11 | -1.0
CC(/C=C1\N=C(SCc2ccccc2Cl)SC1=O)=C\c1ccccc1 | . | 103.0 | -8.3 | 0.4 | 0.0 | 103.0 | 101.1 | 14.1 | 13 | 10 | -2.0
CC(Nc1nc(N2CCN(S(C)(=O)=O)CC2)nc2ccccc12)c1ccccc1 (centres undefined) | . | 103.3 | 5.3 | 6.0 | 1.0 | 98.5 | 98.0 | 29.8 | 16 | 27 | -2.0
N#CCc1ccc(NC(=O)/C=C/c2ccc([N+](=O)[O-])o2)cc1 | . | 95.0 | -13.0 | 14.1 | 0.4 | 89.6 | 91.3 | 18.0 | 10 | 11 | 0.0
CC1CCCC(C)N1/N=C/c1ccccc1C(=O)O (centres undefined) | . | 100.8 | -6.6 | 1.0 | 0.2 | 103.0 | 104.1 | 2.6 | 12 | 13 | -2.0
COc1cccc(NC(=S)NCc2cccs2)c1 | . | 103.2 | -23.2 | 0.8 | 0.2 | 101.9 | 101.3 | -3.4 | 7 | 2 | -3.0
COc1ccc(CCn2c(C3CCCCC3)nc3c(c(=O)c4ccccc4n3C)c2=O)cc1OC | -2.0 | 97.7 | 3.8 | . | . | ? | 100.2 | -4.8 | . | 8 | .
COc1ccc(/C=C(\NC(=O)c2cccs2)C(=O)Nc2ccc(C)cc2)cc1OC | 16.4 | 103.2 | -42.1 | 1.9 | 0.4 | 98.4 | 100.8 | -10.5 | 12 | 4 | -1.0
O=C1C2C3C=CC(C3)C2C(=O)N1/N=C/c1cc(Br)cc([N+](=O)[O-])c1O (centres undefined) | . | 99.1 | 7.3 | 9.7 | 0.0 | 96.6 | 99.5 | 18.1 | 35 | 11 | -2.0
O=C(C1CCC1)N1CCc2cc(S(=O)(=O)NC3CCCc4ccccc43)ccc21 (centres undefined) | 18.6 | 99.5 | 5.1 | 2.1 | 0.8 | 99.2 | 99.0 | 6.7 | 34 | 6 | -1.0
Cc1cc(C)cc(NC(=O)COC(=O)CCCC2=NS(=O)(=O)c3ccccc3N2)c1 | . | 103.2 | 3.7 | 2.3 | 0.2 | 99.2 | 99.9 | 20.2 | 8 | 26 | 1.0
CCCCC(=O)NCCc1cc2c(OC)ccc(OC)c2[nH]c1=O | 3.0 | 98.5 | -2.6 | 1.7 | -0.1 | 96.2 | 97.0 | -5.3 | 22 | 19 | 0.0
Cc1nc2cc(C(=O)NCc3ccc4c(c3)OCO4)ccc2n1-c1ccc(Br)cc1 | . | 100.2 | -7.8 | 2.7 | 0.1 | 98.9 | 100.1 | -8.5 | 13 | 9 | -1.0
Cc1ccc2cc(CN(Cc3nnnn3C3CCCCC3)CC3CCCO3)c(=O)[nH]c2c1 (centres undefined) | . | 102.3 | -7.9 | 8.6 | 2.8 | 99.7 | 97.0 | 16.1 | 54 | 11 | 0.0
COc1ccc(N(CC(=O)NCCc2ccc(Cl)cc2)S(=O)(=O)c2c(C)[nH]c(=O)[nH]c2=O)cc1 | 1.1 | 94.0 | -5.8 | -0.8 | -0.6 | 101.9 | 102.7 | -10.0 | 7 | 17 | -5.0
Cc1cc(=O)oc2cc(OC(=O)c3ccccc3)ccc12 | . | 109.9 | -4.5 | 2.9 | 0.1 | 110.0 | 97.3 | -9.2 | 15 | 10 | -2.0
Cc1ncsc1CCOC(=O)C1C2CC3CC(C2)CC1C3 (centres undefined) | -16.5 | 72.5 | 11.6 | -0.5 | -0.1 | 93.7 | 91.9 | 15.9 | 9 | 1 | -5.0
O=C(NCC(=O)N(CC1CCCO1)C1(C(=O)NC2CCCCC2)CCCCC1)c1ccccc1 (centres undefined) | . | 101.6 | 3.6 | 0.2 | 0.7 | 105.6 | 103.6 | 3.5 | 58 | 6 | 0.0
COc1cc(CNn2cn[nH]c2=S)cc(Br)c1OCc1ccccc1F | . | 99.2 | -25.8 | 3.9 | 0.5 | 110.0 | 105.1 | 35.5 | 22 | 5 | -1.0
CCN(CC)C(=O)Cn1cc(SCC(=O)NCc2ccco2)c2ccccc21 | 13.8 | 100.4 | -29.5 | 2.0 | 0.3 | 95.8 | 99.3 | 0.3 | 10 | 20 | 8.0
Cc1ccc(C)c(OCc2ccc(C(=O)N3N=C(C(F)F)CC3(O)C(F)F)o2)c1 (centres undefined) | -19.5 | 101.2 | 1.7 | 11.3 | 0.2 | 99.7 | 98.2 | 19.3 | 10 | 6 | 0.0
COc1cc(C(=O)NCc2ccc(-c3nc4ccccc4o3)cc2)cc(OC)c1OC | -6.7 | 103.3 | 40.2 | 3.9 | 0.9 | 110.1 | 103.2 | 10.1 | 17 | 34 | -2.0
